Source: PubChem BioAssay (NCI)
All columns: NCI-60 one-dose screen, growth in % after 48 h at 10 µM unless noted; 100 = growth as untreated, 0 = no growth, -100 = all killed.
COLO 205: COLO 205 colon cancer; hit rate 7.3% among 79,000; AID 1794742
HCC-2998: HCC-2998 colon cancer; hit rate 4.7% among 79,000; AID 1794799
HCT-116: HCT-116 colon cancer. hit rate 7.3% among 82,000. AID 1794798
HT29: HT29 colon cancer | hit rate 7.4% among 81,000 | AID 1794748
SNB-75: SNB-75 CNS cancer; hit rate 5% among 79,000; AID 1794750
HCT-15: HCT-15 colon cancer; hit rate 5.2% among 82,000
KM12: KM12 colon cancer cells. hit rate 5% among 82,000
SW-620: SW-620 colon cancer; hit rate 5.2% among 82,000; AID 1794795
SNB-19: SNB-19 CNS cancer cells. hit rate 2.5% among 81,000. AID 1794751
An asterisk follows results filed as active; x = no result given; [ ] = dose if it differs, or a comment. How the source made its calls: active means growth percent below 10; inactive means the rest.

SMILES	COLO 205	HCC-2998	HCT-116	HT29	SNB-75	HCT-15	KM12	SW-620	SNB-19
Cc1cc(C)c2c(c1)N1OC(C2)C[C@H]1/C=C/c1ccccc1 (some centres undefined)	111	98	85	x	109	89	107	108	103
Cc1ccc(S(=O)(=O)N(CC[C@@H]2C[C@H]2c2cc3ccccc3o2)C(=O)c2cccnc2)cc1	103	106	93	101	x	92	96	96	99
CNC[C@H](O)c1cccc(O)c1	111	110	106	99	115	99	x	113	104
CCCCCc1ccc(S(=O)(=O)N(C(C)=O)c2cc(-c3csc(N(C)C(C)=O)n3)ccc2N2CCN(C)CC2)cc1	-72*	-68*	-88*	-53*	73	-90*	16	-78*	32
O=CC1(C2(C=O)c3ccccc3-c3ccccc32)c2ccccc2-c2ccccc21	-56*	-42*	-61*	-54*	-79*	-36*	-45*	-29*	-83*
CC(C)CC(NC(=O)CCCCCl)C(=O)O (centres undefined)	118	115	110	109	82	100	110	113	103
O=C1OCCCCCCCCCC#Cc2ccccc21	100	x	70	71	89	109	136	94	99
Cc1nc(Cc2ccccc2)sc1CC#N	99	101	93	104	99	107	108	126	97
O=C1NC(=O)C(=C2CCCCC2)N1	105	104	97	96	90	x	109	113	105
COc1ccc(-n2c(SCc3n[nH]c(=S)n3C(=O)c3ccc(Br)cc3)nc3ccc(Cl)cc3c2=O)cc1	112	90	58	105	85	47	67	89	67
CCOC(=O)C1=C(NC)OCC1=O	112	102	108	100	99	111	105	100	109
CCN(CC)CCCNc1cc(OC)c(OC)c2cccnc12	98	76	9.8*	84	102	72	84	58	64
CCCCCCCCCCCCNC(=S)N/N=C/c1ccccc1OCC	112	113	105	107	100	99	100	103	101
COc1ccc(-c2nc(NC(=O)c3ccc(OC)c(OC)c3)n[nH]2)cc1	107	98	100	100	96	107	106	94	97
O=C(Cn1nc(-c2ccccc2)ccc1=O)NNC(=S)NC1CCCCC1	135	114	112	127	97	98	109	113	100
CCN(CC)CC(C)O (centres undefined)	109	92	104	99	x	103	103	95	101
COc1ccc(NC(=O)COC(=O)c2ccc(C)s2)cc1S(=O)(=O)N1CCCCC1	x	89	100	102	89	95	89	94	86
CCOC(=O)c1sc2nc(-c3cccnc3)cc(-c3ccc(OC)c(OC)c3)c2c1N	107	100	83	104	88	89	101	109	104
CC(=O)/C(=C/n1ccc(=O)[nH]c1=S)C(=O)Nc1ccc([N+](=O)[O-])cc1	99	99	97	110	94	94	89	92	113
COc1cc(NCC(=O)Nc2cc(Nc3ccccc3Cl)ncn2)c(Cl)c(OC)c1Cl	105	95	86	93	84	104	x	99	100
O/N=C/c1c2ccccc2cc2ccccc12	101	105	98	99	95	99	102	97	100
CC/C(=N/O)c1ccc(O)cc1O	120	104	103	98	101	102	109	106	103
O=C(c1ccccc1)C(Cl)C(Cl)c1ccccc1 (centres undefined)	-40*	98	7.8*	20	71	-7.8*	81	-41*	92
O=C1NC(=O)c2ccc(-c3ccc4c(c3)ncn4C3CCCCC3)c3cccc1c23	73	91	75	69	90	85	80	74	88
COC(=O)c1nnn(CC(N)=O)c1CCNC(=O)c1ccccc1C(=O)O	114	104	96	95	85	99	99	101	108
COc1ccc2cc([C@H](C)C(=O)N/N=C/c3ccccc3Br)ccc2c1	97	101	83	96	96	90	100	x	86
COc1cc(C2C=C(c3ccc4c(c3)OCO4)NC(=S)N2)cc(OC)c1OC (centres undefined)	103	94	56	x	67	73	78	88	83
O=C(Nc1ccccc1)Nc1ccccn1	133	105	105	100	95	106	101	116	98
O=C(c1ccc(O)cc1)C1[C@H](c2ccc(Cl)cc2)[C@@H](c2ccccc2)NC12C(=O)Nc1ccc(Br)cc12 (some centres undefined)	-86*	-89*	-75*	-68*	-13*	-67*	-25*	-58*	-3.0*
C/C(=N\Nc1ccc([N+](=O)[O-])cn1)c1ccccc1	110	108	97	97	93	98	102	104	102
Clc1ccnc2c1ccc1c(Cl)ccnc12	97	93	33	71	34	77	56	91	75
O=C(O)c1ncc(-c2ccc(C(F)(F)F)cc2F)c(NC2CCCCCC2)n1	103	102	93	89	89	93	92	93	89
COc1ccc(-c2nc3cccc(O)c3c(=O)n2Cc2ccccc2)cc1COc1ccc(NC(C)=O)cc1	50[3 µM]	68[3 µM]	22[3 µM]	56[3 µM]	45[3 µM]	13[3 µM]	40[3 µM]	28[3 µM]	42[3 µM]
C[C@H]1[C@H](/C=C/c2ccccc2)[C@H]1CCO	108	96	91	99	89	96	102	96	92
Cc1ccc2cc(O)ccc2c1	111	120	104	111	94	106	101	100	105
N[C@H]1C[C@@H](C(=O)O)CC1=C(C(F)(F)F)C(F)(F)F	113	94	104	98	94	102	98	100	102
O=C([O][Sn]([O]C(=O)c1ccccn1)([c]1ccccc1)[c]1ccccc1)c1ccccn1	77	88	31	x	49	82	97	0.6*	105
Cc1cc(N=O)c(C)cc1O	102	101	102	103	90	104	111	102	92
Cc1ccc(C)c(Oc2c(-c3nc4ccccc4[nH]3)c(C)nn2-c2ccccc2)c1	112	105	65	x	87	88	86	91	90
CC/C(=C(\c1ccc(O)cc1)c1ccc(OCCN(C)C(=O)COCCNC(=O)Cc2ccc3c(c2)CN([C@@H]2CCC(=O)NC2=O)C3=O)cc1)c1ccccc1	34	30	100	80	4.6*	99	47	24	50
Nc1c(C(=O)Nc2cccc3ccccc23)sc2nc3c(cc12)CCCCC3	2.6*	33	8.5*	19	19	29	23	24	27
C=C(C)[C@@H]1CC[C@]2(C(=O)O)CC[C@]3(C)[C@H](CC[C@@H]4[C@@]5(C)C[C@@H](CC#Cc6ccc(Br)cc6)C(=O)C(C)(C)[C@@H]5CC[C@]43C)[C@@H]12	69	61	39	31	71	66	40	42	41
CCC(CC)C(=O)OC(C)COc1ccccc1C(C)CC (centres undefined)	103	110	88	76	92	106	101	105	103
Cc1c(O)nc(N)[nH]c1=O	116	93	103	106	102	106	106	102	108
C/C(=C(/C)[C@H]1C[C@@H]1CCN(S(=O)(=O)c1ccc(C)cc1)S(=O)(=O)c1ccc(C)cc1)c1ccc(-c2ccccc2)cc1	121	104	100	108	92	97	101	103	93

Seven structures from above, arranged by SMILES length, ascending:
SMILES	COLO 205	HCC-2998	HCT-116	HT29	SNB-75	HCT-15	KM12	SW-620	SNB-19
Cc1ccc2cc(O)ccc2c1	111	120	104	111	94	106	101	100	105
Clc1ccnc2c1ccc1c(Cl)ccnc12	97	93	33	71	34	77	56	91	75
C[C@H]1[C@H](/C=C/c2ccccc2)[C@H]1CCO	108	96	91	99	89	96	102	96	92
Nc1c(C(=O)Nc2cccc3ccccc23)sc2nc3c(cc12)CCCCC3	2.6*	33	8.5*	19	19	29	23	24	27
O=C(O)c1ncc(-c2ccc(C(F)(F)F)cc2F)c(NC2CCCCCC2)n1	103	102	93	89	89	93	92	93	89
O=C([O][Sn]([O]C(=O)c1ccccn1)([c]1ccccc1)[c]1ccccc1)c1ccccn1	77	88	31	x	49	82	97	0.6*	105
COc1ccc(-c2nc3cccc(O)c3c(=O)n2Cc2ccccc2)cc1COc1ccc(NC(C)=O)cc1	50[3 µM]	68[3 µM]	22[3 µM]	56[3 µM]	45[3 µM]	13[3 µM]	40[3 µM]	28[3 µM]	42[3 µM]

(listing goes on)
SMILES	COLO 205	HCC-2998	HCT-116	HT29	SNB-75	HCT-15	KM12	SW-620	SNB-19
Cc1cnc(CSc2nc(-c3ccccc3)cn2-c2ccc(Cl)cc2)c(C)c1	93	103	73	80	104	93	100	101	101
O=C(c1ccc(Br)cc1)[C@@H]1[C@@H]2CCCN2[C@@]2(C(=O)Nc3ccccc32)[C@H]1c1ccc(O)cc1	107	106	81	105	76	81	115	101	90
COc1ccc(/C=N/C2=C(C#N)C(c3ccc([N+](=O)[O-])cc3)c3ccc4ccccc4c3O2)cc1 (centres undefined)	106	100	86	101	52	75	81	82	93
C#CCn1cnc2c(Nc3ccccn3)nc(Cl)nc21	119	102	101	108	95	101	105	99	93
COc1cc(-c2nnc(-c3c(-c4ccc(C)cc4)nc4ccccn34)o2)cc(OC)c1OC	88	102	66	83	71	75	69	103	87
c1ccc2sc(Cc3ccc4c(c3)OCO4)nc2c1	110	106	96	103	84	102	97	99	102
CNC(=O)c1cc(Oc2cccc3nc(NC(=O)Nc4cc(C(F)(F)F)cc(C(F)(F)F)c4)ccc23)ccn1	54	80	37	16	-24*	71	54	64	39
OCC#CCOCC(O)CCl (centres undefined)	112	101	109	113	82	99	101	106	97
O=C1NCCN1Cc1ccccc1	113	109	106	98	96	107	118	112	102
CSc1ccc(SC2c3ccc(O)cc3Oc3nc(N)c(C#N)c(N)c32)cc1 (centres undefined)	119	94	89	99	77	87	68	101	79
COc1ccc2[nH]c(=O)c(O)c(-c3ccc(F)cc3)c2c1	105	99	97	107	84	99	99	104	100
C(=Nc1cccc2ccccc12)Nc1cccc2ccccc12	102	89	101	110	69	96	101	100	102
COC(=O)c1cc(-c2cccc3ccccc23)[nH]c(=O)c1C#N	105	109	96	98	86	96	99	96	x
NS(=O)(=O)c1cccc(N2C(=O)c3c(Cl)c(Cl)c(Cl)c(Cl)c3C2=O)c1	111	97	93	98	87	104	100	97	100
CCOC(=O)c1cn2c3c(cccc3c1=O)C(=O)/C(=C/c1cccc(Cl)c1Cl)C2	117	100	105	100	x	117	108	102	95
N#Cc1c(-c2cc(=O)oc3ccc(Cl)cc23)cc(-c2ccccc2)nc1N	98	96	80	99	79	91	94	98	87
Cn1cc(-c2csc(-c3c[nH]c4ccccc34)n2)c2cccnc21	9.6*	33	30	10	-5.5*	26	33	30	47
N#CSCc1ccc(CSC#N)c(Br)c1	36	113	18	24	50	37	42	41	61
COc1cc(/C=C2\CCCCC3=C2N=C2SC(C)=CN2C3c2cc(OC)c(OC)c(OC)c2)cc(OC)c1OC (centres undefined)	93	76	74	72	102	55	75	88	88
CC(C)COC(=O)COc1ccccc1	107	98	130	101	102	105	98	111	101
OC1(CSc2ccccc2)CCCCC1	110	118	106	102	87	111	113	111	92
CCCCCCCCCCOC(=O)c1ccccc1C(=O)OCCCC	117	108	85	105	82	111	105	102	x
CCOC(=O)CC1Oc2ccc3c(c2NC1=O)c(C(=O)OCC)c(C)n3C (centres undefined)	109	102	90	90	91	92	108	104	103
O=C(CSc1nc2ccccc2[nH]1)Nc1ccc(F)cc1	106	98	93	98	73	90	91	94	94
COc1ccc(/C=C(/C(=O)NS(=O)(=O)c2ccc(F)cc2)c2cc(OC)c(OC)c(OC)c2)cc1OC	127	106	99	98	95	106	107	95	107
COc1ccccc1N=Nc1c(O)ccc2cc(S(=O)(=O)O)ccc12	104	96	103	97	70	107	104	103	100
COCC(=O)CCN1CCCCC1	109	113	106	x	108	96	110	109	103
Cc1ccc2nc(-c3ccc(OCC(=O)NN4C(=O)c5ccccc5C4=O)cc3)[nH]c2c1	110	111	110	105	89	101	100	98	96
CCCCN(CCCC)CCCN1C(=O)c2ccccc2C1=O	114	111	103	111	81	106	103	103	110
CCCNCCOC(=O)c1ccc(N)c(OCCC)c1	96	111	90	89	103	101	106	101	101

Exported comma-delimited: part of the list above.
mol,COLO 205,HCC-2998,HCT-116,HT29,SNB-75,HCT-15,KM12,SW-620,SNB-19
CCOC(=O)c1sc2nc(-c3cccnc3)cc(-c3ccc(OC)c(OC)c3)c2c1N,107,100,83,104,88,89,101,109,104
CC(=O)/C(=C/n1ccc(=O)[nH]c1=S)C(=O)Nc1ccc([N+](=O)[O-])cc1,99,99,97,110,94,94,89,92,113
COc1cc(NCC(=O)Nc2cc(Nc3ccccc3Cl)ncn2)c(Cl)c(OC)c1Cl,105,95,86,93,84,104,x,99,100
O/N=C/c1c2ccccc2cc2ccccc12,101,105,98,99,95,99,102,97,100

Going on with the list:
SMILES	COLO 205	HCC-2998	HCT-116	HT29	SNB-75	HCT-15	KM12	SW-620	SNB-19
NC1N=C(SCC(=O)N2CCN(c3cc4c(cc3F)c(=O)c(C(=O)O)cn4C3CC3)CC2)NC(=O)/C1=C/c1ccc(Cl)cc1 (centres undefined)	115	109	101	111	x	97	107	104	100
CN1CCN(c2ccc(NC(=O)c3cncnc3Nc3ccc4c(ccn4Cc4ccccn4)c3)cc2)CC1	55	94	54	20	79	45	91	92	103
OC(COc1ccc(Cl)cc1)COc1ccc(Cl)cc1	120	109	100	106	108	109	116	111	104
Cc1ccc(CN(C(=O)CNC(=O)OC(C)(C)C)C(C(=O)NC(C)(C)C)c2ccc3c(c2)OCO3)o1 (centres undefined)	117	91	91	106	90	66	89	104	92
N#C/C(=C\NC(=S)Nc1ccc(S(N)(=O)=O)cc1)C(=O)c1ccc2ccccc2c1	100	100	96	109	77	107	95	92	99
COc1cccc(-c2cc(-c3ccc(Nc4nc(Nc5ccc(F)cc5)nc(Nc5ccc(F)cc5)n4)cc3)nc(N)c2C#N)c1	90	85	90	62	105	103	103	102	87
N#Cc1ccc(-n2nnc3ccccc32)cc1C#N	104	104	102	108	121	100	96	94	112
N#Cc1c[nH]c(=O)[nH]c1=O	131	104	92	102	52	94	103	107	x
O=C1c2cccc3c(N4CCN(Cc5ccccc5)CC4)ccc(c23)C(=O)N1c1cccc(-c2nn(-c3ccccc3)cc2-c2nc3ccccc3s2)c1	119	127	100	115	84	110	108	101	103
COc1cc(/C=C/C(=O)c2ccc(F)cc2)ccc1OCCCCOc1cc2c(cc1OC)C(=O)N1CCCC1C=N2 (centres undefined)	-45*	-87*	x	-49*	-8.0*	-46*	-64*	-59*	-35*
CN1C(=O)C2=C(NCCN(C(=O)Cc3ccc4ccccc4c3)C2c2ccc(Cl)c(Cl)c2)C1(C)C (centres undefined)	99	105	80	91	88	88	99	103	93
CCCCCC(=O)N1CCCCC1	118	100	111	103	97	106	104	106	98
